Screens as filed in PubChem.
MLLE-PAM2 inh = blocks PAM2 peptide binding to the PABP1 MLLE domain | GST-MLLE / FITC-PAM2 fluorescence polarization | inhibition, % at 20 µM | 360,000 tested, 0.36% active | AID 588489; in the data active = inhibition above about 35%, passing the limit was not always enough;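 note: plate controls were DMSO wells with GST-MLLE for no effect and wells lacking GST-MLLE protein for full effect; some results filed as inactive read as strong as hits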
DNMT1 inh = inhibitors of human DNMT1. P26358. DNMT1 molecular beacon, Hinp1I cleavage, fluorescence. inhibition (reported as % activation of signal), % at 10 µM. 360,000 tested, 0.83% active. AID 588458; in the data active = inhibition above about 50%
CSN deneddyl inh = inhibitors of human CSN-mediated cullin deneddylation | inhibition, % at 12.5 µM | Purified CSN, SCF-Nedd8-OG deneddylation, fluorescence polarization | 360,000 tested, 0.38% active | AID 651999 | Q92905;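 active = pattern-corrected inhibition above about 35%, with an unprinted fluorescence ratio check between 0.5 and 1.5, limit read from the data, passing the limit was not always enough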;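 note: 0% = enzyme with substrate and 100% = substrate without enzyme; some results filed as inactive read as strong as hits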
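Material: purified human Csn5 enzyme expressed in HEK293T cells / Medium: Tris buffer pH 7.5, NaCl, DTT, Tween-20, trehalose, ovalbumin / Compound dosing: 12.5 µM single point / Schedule: 90 min incubation of compound, enzyme and substrate at room temperature / Signal: fluorescence polarization of the substrate / Control set: no-enzyme wells high, enzyme-with-substrate wells low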
SUMO1-SIM PPI = alters human SUMO1 binding to SIM partners. inhibition, % at 20 µM. P63165. SUMO1 binding to a labelled peptide, TR-FRET, 1 h. 360,000 tested, 0.33% active; in the data active = inhibition above about 37%
Target sequence (P63165 whole entry, looked up): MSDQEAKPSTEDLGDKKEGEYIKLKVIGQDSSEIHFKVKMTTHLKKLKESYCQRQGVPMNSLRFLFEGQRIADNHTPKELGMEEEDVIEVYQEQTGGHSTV
Rpn11 inh = inhibitors of human proteasome Rpn11 | 360,000 tested, 0.59% active | human 26S proteasome, Ub4-pepOG fluorescence polarization; 20S core pre-blocked with epoxomicin | O00487 | calls only at 20 µM;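 active = inhibition at 20 µM, scaled to each plate's controls, above about 33%, limit read from the data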
Scp-1 inhibitor = blocks human Scp-1 phosphatase activity | Recombinant Scp1, phosphopeptide, malachite green phosphate absorbance | inhibition, % at 20 µM | 340,000 tested, 0.88% active | AID 493091;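 active = inhibition above about 50% at 20 µM, limit read from the data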;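 note: plate controls were DMSO wells with enzyme for no effect and wells lacking enzyme for full effect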
Target sequence (Q9GZU7 76-261 limits assumed): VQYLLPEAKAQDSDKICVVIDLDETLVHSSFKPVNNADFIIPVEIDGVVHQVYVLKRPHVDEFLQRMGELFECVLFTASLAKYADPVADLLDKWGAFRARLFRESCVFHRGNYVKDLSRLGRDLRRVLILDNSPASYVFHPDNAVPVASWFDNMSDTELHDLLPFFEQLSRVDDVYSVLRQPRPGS
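Material – SCP-1 phosphatase catalytic domain, residues 76-261 · Buffer or medium – Acidic Tris acetate buffer with magnesium and detergent · Also added – Phospho 17-mer peptide substrate · Compound – single 20 µM dose, 1% DMSO · Times – 45 min room-temperature reaction, 5 min colour, 30 min stabiliser · Technique – Phosphate-binding colour reagent, absorbance read at 630 nm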
STEP inh = STEP (human) phosphatase inhibition; P54829; AID 588621; recombinant STEP, OMFP fluorogenic substrate, fluorescence; inhibition, % at 20 µM; 360,000 tested, 0.25% active;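 active = inhibition at 20 µM, scaled per plate between control wells, above about 37%, limit read from the data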;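 note: 0% = DMSO with enzyme and substrate and 100% = substrate only without enzyme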
Target sequence (P54829 whole entry, looked up): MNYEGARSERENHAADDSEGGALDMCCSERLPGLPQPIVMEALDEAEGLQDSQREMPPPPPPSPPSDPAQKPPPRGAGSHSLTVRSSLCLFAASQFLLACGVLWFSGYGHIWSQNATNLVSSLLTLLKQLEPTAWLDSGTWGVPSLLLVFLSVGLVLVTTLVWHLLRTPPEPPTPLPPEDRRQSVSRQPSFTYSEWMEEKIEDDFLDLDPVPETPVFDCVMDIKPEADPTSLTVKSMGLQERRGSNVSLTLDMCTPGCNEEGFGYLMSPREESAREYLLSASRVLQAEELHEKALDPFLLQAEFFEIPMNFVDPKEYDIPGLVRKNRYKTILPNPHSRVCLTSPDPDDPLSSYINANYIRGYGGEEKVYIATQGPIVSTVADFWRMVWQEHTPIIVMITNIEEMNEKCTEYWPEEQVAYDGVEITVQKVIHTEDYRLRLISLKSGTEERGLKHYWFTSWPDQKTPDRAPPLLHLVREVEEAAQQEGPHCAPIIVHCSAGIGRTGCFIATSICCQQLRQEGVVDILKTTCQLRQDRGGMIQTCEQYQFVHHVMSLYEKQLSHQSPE
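System: STEP (striatal-enriched tyrosine phosphatase) enzyme, cell-free; medium: Bis-Tris pH 6.0 buffer with DTT, detergent; dosing: 20 µM, 1% DMSO; times: reaction 20 min, ambient temperature; detection: fluorescence, 480/540 nm; read-out basis: normalized % inhibition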
NadD inh = blocks S. aureus nicotinate mononucleotide adenylyltransferase. purified NadD enzyme, colorimetric absorbance read-out. inhibition, % at 20 µM. 360,000 tested, 0.78% active. AID 602399; in the data active = inhibition above about 26%; note: some compounds past the cut are filed as inactive
LMPTP block = LMPTP (human) inhibition; 360,000 tested, 0.22% active; inhibition, % at 20 µM; P24666; recombinant LMPTP-A, OMFP fluorogenic substrate, fluorescence intensity; AID 651560;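 active = compounds that cut the enzyme signal by at least half of the control window in the single-dose screen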;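 note: plate controls were DMSO wells with enzyme plus substrate for no effect and substrate without enzyme for full effect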
Target sequence (P24666 whole entry, looked up): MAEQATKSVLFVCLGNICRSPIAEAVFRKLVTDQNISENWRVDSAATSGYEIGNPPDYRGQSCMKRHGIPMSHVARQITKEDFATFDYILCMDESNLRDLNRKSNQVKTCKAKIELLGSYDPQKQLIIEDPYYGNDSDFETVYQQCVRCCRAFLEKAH
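Assay system: LMPTP-A enzyme. Input: 0.625 nM LMPTP-A final. Probe or stimulus: 400 µM OMFP. Compound dosing: single 20 µM dose. Schedule: 50 min dark incubation at room temperature. Detection: fluorescence intensity of OMFP turnover product. Read-out: percent inhibition versus substrate-only and uninhibited controls. Benchmarks: no-enzyme low control, uninhibited high control.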
TbMetRS inhib = Trypanosoma brucei MetRS inhibition; purified T. brucei MetRS, ATP depletion, Kinase-Glo luminescence; AID 624268; inhibition, % at 11.9 µM; 360,000 tested, 0.4% active;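 active = inhibition above a per-plate cutoff of the control wells' mean inhibition plus 3 SD, cut at about 5.5% in these data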;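 note: 0% = DMSO wells median and 100% = median of wells with control inhibitor compound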
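Dosing: 11.9 µM compound single dose, 0.9% DMSO; Assay system: purified T. brucei MetRS enzyme; Measured by: Kinase-Glo luciferase luminescence reporting remaining unconsumed ATP; Schedule: 15 min plus 2 h at 25 °C.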
Active calls of the source: *; i = inactive; . = not tested or not shown.

Order of values: MLLE-PAM2 inh | DNMT1 inh | CSN deneddyl inh | SUMO1-SIM PPI | Rpn11 inh | Scp-1 inhibitor | STEP inh | NadD inh | LMPTP block | TbMetRS inhib
CCc1ccccc1N(CC(=O)NC(C)(C)C)C(=O)CCC(=O)Nc1ccccn1
  11.5 | 2.9 | -1.7 | 0.6 | i | -4.7 | 0.9 | -5.8 | -0.1 | -0.6
COc1ccc(-c2nnn(CC(=O)NCc3cccs3)n2)cc1OC
  -7.6 | 1.1 | -2.4 | 0.3 | i | -10.8 | 1.8 | -3.5 | -1.3 | 0.2
O=C(COc1ccccc1)Nc1cccc(-c2nnc(-c3ccccc3)o2)c1
  5.0 | -4.9 | 4.8 | 2.1 | i | -11.7 | 2.5 | -10.1 | 2.9 | -2.2
COc1ccc(OC)c(NC(=S)NN2CCN(C)CC2)c1
  21.1 | 3.7 | 5.4 | -0.2 | i | -3.6 | 12.3 | -2.0 | -2.8 | -0.4
COc1ccc(C)cc1NC(=O)C1CC(=O)N(CCc2ccc(F)cc2)C1 (stereo not drawn)
  -0.8 | -2.7 | -2.1 | 9.8 | i | -7.7 | -0.7 | 11.4 | -0.5 | -0.4
CCC(=O)c1cn([C@H](CCC(OC)OC)CC(=O)OC(C)(C)C)cc1CC
  -5.9 | 0.6 | -4.1 | -2.6 | i | -7.7 | 1.6 | 1.9 | 0.2 | -0.2
CCC(c1nnnn1-c1ccc(OC)cc1)N1CCN(C/C=C/c2ccccc2)CC1 (stereo not drawn)
  -1.4 | -7.0 | 1.8 | -2.2 | i | . | -1.3 | -6.9 | 0.5 | -0.4
O=C(CN1CCN(CN2C(=O)NC3(CCCCCC3)C2=O)CC1)Nc1cccc(F)c1
  -6.8 | -0.8 | -2.9 | -1.5 | i | 8.1 | -0.2 | 2.4 | -1.5 | -0.1
COc1ccc(N2CCN(S(=O)(=O)CCNC(=O)C34CC5CC(CC(C5)C3)C4)CC2)cc1
  -9.2 | 0.1 | -2.0 | -3.4 | i | -3.4 | -2.1 | 9.8 | -2.8 | -0.5
CCOCCCNC(=O)c1cn(C)c2ccc(S(=O)(=O)N3CCCC3)cc2c1=O
  -6.0 | 1.7 | -4.4 | 0.4 | i | -6.9 | -4.5 | -6.8 | 0.3 | 0.1
COc1cccc(-c2cnc3c(NC=O)cc(-c4cccc(NC(C)=O)c4)cn23)c1
  -22.4 | -19.5 | 2.7 | -9.4 | i | . | -0.6 | -0.6 | 2.1 | 0.2
C1=CC(c2cc3ccccc3o2)OC(CCc2ccccc2)C1 (stereo not drawn)
  -5.3 | 1.3 | 5.5 | 6.0 | i | -9.8 | 1.4 | 5.4 | 2.6 | -0.1
Cc1cccc(NC(=O)C2CCCN2C(=O)Oc2ccccc2)c1 (stereo not drawn)
  -3.7 | 1.1 | -4.4 | 2.0 | i | -5.2 | 1.1 | -2.3 | -0.9 | -0.7
CCOC1OC2C(CO)OC(n3cnc4c(N)ncnc43)C2O1 (stereo not drawn)
  -3.8 | 1.1 | 2.3 | 1.9 | i | -9.8 | -1.9 | -0.7 | -0.2 | 0.0
CC1CC(C(F)(F)F)n2ncc(C(=O)O)c2N1 (stereo not drawn)
  -0.5 | 0.5 | 3.6 | -3.6 | i | -2.0 | -5.6 | 2.4 | -1.2 | -1.2
NC(=O)CS(=O)(=O)c1ccc(Cl)cc1
  7.3 | 4.9 | -5.0 | -0.4 | i | -4.2 | 3.7 | 0.6 | -0.5 | -1.7
O=C(OCC(=O)N1CCN(S(=O)(=O)c2ccc(Cl)cc2)CC1)c1cc(Br)ccc1O
  3.7 | 3.5 | -6.7 | -64.9 | i | -17.4 | 2.5 | 2.7 | 1.9 | -0.1
CCCOc1ccc([C@@H]2C3CN(C(=O)OCC)CC=C3C(C#N)=C(N)C2(C#N)C#N)cc1OC (stereo partly drawn)
  -21.1 | -14.1 | 3.4 | -3.5 | i | -9.7 | 0.3 | 8.8 | 1.5 | 0.3
CN(c1ccc(C(=O)COC(=O)C2CC2)cc1)S(C)(=O)=O
  -0.7 | 2.6 | 3.8 | -1.7 | i | -4.7 | -0.4 | -0.4 | -3.1 | -0.3
CC(C)[C@H](N)c1nnc2n1N=C(c1ccc(Cl)cc1)CS2
  -104.1 | 1.6 | 0.8 | 1.1 | i | -9.7 | 5.4 | -0.2 | -2.0 | -0.7

Retrieved by structure from the list above (2):
Order of values: MLLE-PAM2 inh | DNMT1 inh | CSN deneddyl inh | SUMO1-SIM PPI | Rpn11 inh | Scp-1 inhibitor | STEP inh | NadD inh | LMPTP block | TbMetRS inhib
CCC(=O)c1cn([C@H](CCC(OC)OC)CC(=O)OC(C)(C)C)cc1CC
  -5.9 | 0.6 | -4.1 | -2.6 | i | -7.7 | 1.6 | 1.9 | 0.2 | -0.2
CC1CC(C(F)(F)F)n2ncc(C(=O)O)c2N1 (stereo not drawn)
  -0.5 | 0.5 | 3.6 | -3.6 | i | -2.0 | -5.6 | 2.4 | -1.2 | -1.2

Later entries
Order of values: MLLE-PAM2 inh | DNMT1 inh | CSN deneddyl inh | SUMO1-SIM PPI | Rpn11 inh | Scp-1 inhibitor | STEP inh | NadD inh | LMPTP block | TbMetRS inhib
CCSc1cc(C)nc2ncnn12
  -1.3 | -0.4 | 1.9 | -1.6 | i | -7.9 | -3.9 | 0.1 | -3.0 | 0.0
O=C(CCc1ccccc1)NC(=S)Nc1ccccc1Br
  24.8 | -3.0 | -1.4 | 20.3 | i | -14.2 | 7.5 | -6.4 | 2.9 | -0.5
O=C(NNc1ncnc2c1cnn2-c1cccc(Cl)c1)c1ccco1
  -83.1 | -0.4 | -6.3 | 5.1 | i | -4.7 | -3.9 | 2.7 | -0.6 | 0.5
CNC(=S)N/N=C(\C)c1ccc(C(C)(C)C)cc1
  12.9 | 0.8 | -1.1 | 1.5 | i | 0.6 | -2.2 | -0.9 | -0.5 | -1.7
CCOc1cc(/C=N/NC(=O)c2ccc(O)cc2)ccc1Oc1nc(Cl)ncc1F
  -118.7 | -14.5 | 0.6 | 3.9 | i | 28.7 | 1.4 | 12.3 | -0.9 | 0.1
CC1Cc2ccccc2N1C(=O)c1cnc2ccccn2c1=O (stereo not drawn)
  -22.0 | 0.5 | -3.2 | -3.5 | i | 6.5 | 2.6 | 0.1 | -0.8 | 0.0
Cc1ccc(C(=O)Nc2cccc(-c3ccc(N4CCOCC4)nn3)c2)cc1[N+](=O)[O-]
  13.4 | -2.3 | 1.4 | 19.4 | i | -1.2 | 0.4 | 5.3 | 1.2 | -0.5
O=C(/C=C/c1ccco1)NC(=S)Nc1cc(-c2nc3ccccc3s2)ccc1Cl
  -25.4 | 98.3* | 30.3 | 25.0 | i | -2.0 | -2.2 | 52.1* | 5.3 | 0.5
CC(C(=O)O)C(=O)O
  -0.1 | 3.6 | -4.1 | 1.9 | i | -3.8 | -2.0 | 3.7 | -0.8 | -1.0
COc1ccccc1CNc1nc2nc3c(c(=O)n2[nH]1)CCC3
  7.5 | 10.4 | 1.2 | 3.7 | i | 2.1 | -2.5 | 1.6 | 0.2 | -0.1
CCC(=O)NC(c1ccc(OC)cc1)c1c(O)ccc2ccccc12 (stereo not drawn)
  0.7 | -4.3 | 5.9 | -0.2 | i | -8.1 | 0.3 | -4.8 | -0.5 | -0.3
CCOc1ccc(NC(=O)[C@@H]2CCC(=O)N2C2OC(=O)c3ccccc32)cc1 (stereo partly drawn)
  6.0 | 4.8 | 2.4 | 0.8 | i | -1.3 | -1.9 | -3.3 | -1.5 | -1.9
O=C(CN(CC1CCCO1)C(=O)CCC(=O)Nc1nccs1)NCc1ccccc1 (stereo not drawn)
  13.9 | 0.0 | -5.0 | -1.9 | i | 3.2 | -0.5 | -2.9 | 0.2 | -0.8
CC(=O)c1cccc(NC(=O)CCC(=O)Oc2ccc(C)cc2)c1
  -2.1 | -0.8 | -9.1 | 4.5 | i | -10.0 | -2.6 | -3.8 | -0.9 | 0.0
CCC(NC(=O)N(Cc1ccccc1)Cc1ccc2c(c1)OCO2)(C(F)(F)F)C(F)(F)F
  -10.4 | 0.6 | -3.7 | 0.3 | i | -6.8 | -6.9 | 3.8 | -1.4 | -0.4
COc1ccccc1NC(=O)CSCc1nc2ccccc2[nH]1
  5.5 | 9.3 | -0.8 | 5.3 | i | -5.5 | 0.2 | 0.0 | -1.4 | 0.3
COCCn1c(C)cc(C(=O)COC(=O)c2cc3c(s2)CCC3)c1C
  4.9 | 104.9* | 15.0 | 6.0 | i | 51.6* | -1.5 | 16.0 | 7.9 | -2.6
CCc1cc(-c2nnn(CCC3COCCO3)c2CC)cc(CC)c1-c1cn(Cc2ccccc2)nn1 (stereo not drawn)
  -4.1 | -0.4 | 1.9 | -2.8 | i | . | 0.5 | -2.7 | -2.0 | -1.6
CC[C@@H](C)[C@H](NS(=O)(=O)c1ccc(C)cc1)C(=O)N1CCC(C(=O)NCC(=O)O)CC1
  2.8 | 1.4 | -0.4 | -1.7 | i | -3.0 | -2.5 | -4.9 | -2.1 | -0.4
CCC(CC)CN1CCN=C1N(C)C
  -6.7 | 2.8 | 1.0 | 2.8 | i | -5.8 | 6.3 | 3.1 | -0.1 | -0.2

Other results.
Order of values: MLLE-PAM2 inh | DNMT1 inh | CSN deneddyl inh | SUMO1-SIM PPI | Rpn11 inh | Scp-1 inhibitor | STEP inh | NadD inh | LMPTP block | TbMetRS inhib
O=C(CSc1ccc(Cl)cc1)NN=C1CCCCCC1
  2.0 | -1.4 | -9.6 | 2.3 | i | -8.7 | 1.5 | -3.9 | 0.8 | 0.0
CN(CC(=O)NCc1ccco1)S(=O)(=O)c1ccc2c(c1)n(C)c(=O)c(=O)n2C
  -0.2 | 0.6 | 1.3 | 1.7 | i | -4.3 | 0.0 | -1.4 | -0.9 | -0.1
COc1ccc(Nc2nc(N3CCCC3)c3ccccc3n2)cc1
  4.0 | 17.2 | -3.0 | 4.2 | i | 3.6 | 3.1 | 1.5 | 51.4* | -0.8
Cc1ccnc(NS(=O)(=O)c2ccc(NC(=O)c3ccc(S(=O)(=O)N(C)C)cc3)cc2)n1
  -4.2 | 1.8 | 7.5 | 0.6 | i | -0.9 | 10.2 | 1.1 | -0.3 | -0.2
CC(NCc1ccc(S(N)(=O)=O)cc1)C(=O)N1c2ccccc2CC1C (stereo not drawn)
  -0.9 | 35.5 | -0.1 | 1.4 | i | -5.2 | -1.9 | -1.4 | -2.9 | 0.1
COc1cccc(NC(=O)C(=O)NCC(c2ccco2)N2CCc3ccccc3C2)c1 (stereo not drawn)
  -12.7 | -3.6 | 1.6 | -0.4 | i | -7.6 | -1.0 | 1.3 | 3.1 | -0.2
